EPAC2 ag: agonists of human EPAC2 (RAPGEF4); Q8WZA2; EPAC2 activation, biochemical qHTS; response scale: 100% = 6.5 mM cAMP response; Potency, µM (series often up to 154 µM), inactives show at the top dose activation, hits mostly activators; hit rate 0.079% among 360,000; AID 720711; note: potency is the fitted concentration of half-maximal effect; nearly all actives have a fitted effect of over 50% in size
Target sequence (Q8WZA2 whole entry, looked up): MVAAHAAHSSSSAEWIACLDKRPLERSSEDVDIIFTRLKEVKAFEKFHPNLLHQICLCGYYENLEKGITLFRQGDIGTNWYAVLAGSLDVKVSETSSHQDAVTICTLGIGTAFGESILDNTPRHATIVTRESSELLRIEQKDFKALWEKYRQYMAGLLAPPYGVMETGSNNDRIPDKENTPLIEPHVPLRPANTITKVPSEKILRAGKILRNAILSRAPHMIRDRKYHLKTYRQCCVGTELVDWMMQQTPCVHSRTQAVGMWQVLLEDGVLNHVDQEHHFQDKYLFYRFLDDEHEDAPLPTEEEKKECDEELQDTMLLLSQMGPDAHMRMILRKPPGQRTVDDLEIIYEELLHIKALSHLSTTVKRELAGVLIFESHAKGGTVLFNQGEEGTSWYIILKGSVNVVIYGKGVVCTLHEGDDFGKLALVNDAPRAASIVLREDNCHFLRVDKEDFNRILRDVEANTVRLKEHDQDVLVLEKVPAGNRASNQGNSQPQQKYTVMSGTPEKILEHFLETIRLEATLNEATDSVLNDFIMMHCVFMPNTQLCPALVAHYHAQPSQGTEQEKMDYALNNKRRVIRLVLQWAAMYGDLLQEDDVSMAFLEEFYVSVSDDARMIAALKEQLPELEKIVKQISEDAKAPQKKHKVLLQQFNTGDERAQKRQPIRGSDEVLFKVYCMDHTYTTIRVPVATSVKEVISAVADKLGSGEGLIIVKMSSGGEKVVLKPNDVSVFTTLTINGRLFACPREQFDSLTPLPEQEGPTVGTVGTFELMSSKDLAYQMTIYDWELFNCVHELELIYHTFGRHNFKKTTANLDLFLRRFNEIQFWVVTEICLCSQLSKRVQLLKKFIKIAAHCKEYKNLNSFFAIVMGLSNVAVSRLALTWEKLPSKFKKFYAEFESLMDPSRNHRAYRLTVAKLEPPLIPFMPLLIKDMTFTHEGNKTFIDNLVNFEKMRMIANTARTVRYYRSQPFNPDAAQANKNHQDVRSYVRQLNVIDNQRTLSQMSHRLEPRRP
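Nucleotide exchange monitored as fluorescence drop when BODIPY-GDP leaves Rap1B. Reaction: 100 nM EPAC2, 250 nM RAP1B-BODIPY-GDP, 50 uM GDP, room temperature, kinetic read over 30 min. Activity expressed relative to 6.5 mM cAMP.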
EPAC2 antag: blocks human EPAC2 exchange factor; hit rate 0.18% among 360,000; AID 720708; Q8WZA2; EPAC2 GEF exchange of Rap1B-BODIPY-GDP, fluorescence; Potency, µM (doses to about 114 µM), without a hit: at the highest dose activity, negative = inhibition, hits mostly inhibitors; note: potency is the fitted concentration of half-maximal effect; % is set by controls: 0 for no effect and ±100 for the full control effect; nearly all actives have a fitted effect of over 45% in size; many of its hits are not listed in these tables
pAkt inh: blocks phosphorylation of Akt; Neuro2A IGF-stimulated pAkt S473 HTRF, 20 min; active compounds read low; activity change, % for hits at 50 µM; hit rate 0.32% among 360,000; AID 651550; in the data active = activity change below about -80%; inconclusive = mostly about -51% to -80%; note: % is set by controls: 0 for no effect and ±100 for the full control effect
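Neuro2A cells in DMEM with 0.5% FBS, overnight at 37 deg C, given compound at single 50 µM final, then IGF (6 nM final) for 20 min at 37 deg C. Lysed; phospho-Akt Ser473 by HTRF after 24 h, 665/615 ratio.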
Nrf2 ARE act: Nrf2 pathway activation | AREc32 ARE-luciferase reporter (MCF7-derived line), luminescence, 24 h | Potency, µM (titrated, usually from 46.1 µM), for the others: top-dose activation, hits mostly activators | hit rate 0.31% among 410,000; note: potency is the fitted concentration of half-maximal effect; % of control where 0% means no effect; nearly all actives have a fitted effect of over 65% in size
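Cells of the AREc32 ARE-luciferase line are plated in OPTI-MEM containing 5% FBS and left overnight at 37 deg C. Compounds are pinned in, incubation continues 24 hr, and firefly luciferase signal is then measured.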
CCT modulator: modulators of cytosolic chaperonin (CCT/TRiC) activity; purified chaperonin ATPase assay, HTRF ADP detection, 30 min; activity change, % (no concentration beside the values), hits read low; hit rate 0.3% among 360,000; in the data active = activity change below about -30%; note: % is set by controls: 0 for no effect and ±100 for the full control effect
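First, chaperonin was dispensed at 40 nM or 20 nM final depending on batch activity. Next, compounds were pinned at 76 uM and ATP added at 10 uM. After 30 min at 37 °C, ADP detection reagents ran 30 min at ambient temperature.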
A549 viability: kills or reduces viability of A549 cells in Nrf2 counter-screen. A549 ARE-Fluc cells, CellTiter-Fluor viability, 18-24 h. Potency, µM (titrated, usually from 46 µM), inactives show top-dose activity change, negative = cytotoxicity, most hits filed as inhibitors. hit rate 0.16% among 390,000. AID 504648; note: potency is the fitted concentration of half-maximal effect; % is set by controls: 0 for no effect and ±100 for the full control effect
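Cytotoxicity counterscreen: CellTiter-Fluor fluorescence was measured in A549 ARE_Fluc cells after 18-24 h of compound exposure in a concentration series. The subsequent BugLite luminescent read reports ARE-luciferase activity.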
Mm-Cpn inhibitor: M. maripaludis TRiC chaperonin inhibition; purified Mm-Cpn ATPase, ADP Transcreener TR-FRET; hit rate 0.031% among 330,000; Potency, µM (highest dose often 76.9 µM), for inactives: at the highest dose activity, negative = inhibition, hits mostly inhibitors; note: potency is the fitted concentration of half-maximal effect; % is set by controls: 0 for no effect and ±100 for the full control effect; nearly all actives have a fitted effect of over 80% in size
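TR-FRET (320 nm excitation; 590 and 665 nm emission) reports ADP made from 10 uM ATP by 25 nM enzyme; compounds were preincubated 10 min, reaction run 30 min, both at 37°C.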
TGFb inhibitor: inhibitors of TGF-b signaling. HepG2 CAGA-GFP TGF-b/SMAD3 reporter, GFP fluorescence, 18 h; TGF-beta stimulated, 500 pg/mL final. Potency, µM (titrated, usually from 46.1 µM), for inactives: at the highest dose activity, negative = inhibition, actives largely listed as inhibitors. hit rate 1.2% among 410,000. AID 588855; note: potency is the fitted concentration of half-maximal effect; % is set by controls: 0 for no effect and ±100 for the full control effect; nearly all actives have a fitted effect of over 65% in size
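GFP signal (ex488/em500-530) from TGF-beta-stimulated HEPG2 CAGA-GFP cells, 500 pg/mL final, 18 h at 37 degrees C in DMEM plus 1% FBS, normalized to unstimulated and DMSO-stimulated controls.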
Nrf2 block: Nrf2 pathway inhibition; hit rate 2.1% among 360,000; A549 ARE-Fluc reporter, luciferase luminescence, 18-24 h; AID 504444; Potency, µM (top dose mostly 46 µM), for inactives: at the top dose activity change, negative = inhibition, usual class: inhibitors; note: potency is the fitted concentration of half-maximal effect; % is set by controls: 0 for no effect and ±100 for the full control effect; nearly all actives have a fitted effect of over 60% in size
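Concentration-response testing used A549 ARE_Fluc cells at 5000 cells/well. Following an 18-24 h compound incubation, viability was read by fluorescence (Ex 405/Em 525) and luciferase output by luminescence.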
* = called active by the depositor; i = inactive; u = inconclusive; x = not tested or not shown; [ ] = dose if it differs, or a comment. Unless noted, calls come from the whole dose curve; as a rule, active = well fitted curve in the direction sought with a large enough effect; inconclusive = small, poorly fitted or top-dose-only effect, or another doubt; inactive = no such curve, though single readings can be large; an effect the other way counts as inactive or inconclusive. An excerpt; count on the stated rates, not on these rows.

compound	A549 viability	Mm-Cpn inhibitor	TGFb inhibitor	CCT modulator	EPAC2 antag	EPAC2 ag	Nrf2 ARE act	Nrf2 block	pAkt inh
Cc1ccnc(N2C(=O)OC(C)(C)C2(C)O)c1 (stereo not given)	1%	2%	0%	-0.1	-11%	7%	-0.1%	14%	i
Fc1ccc(NC(=S)Nc2cccc3ccccc23)cc1F	2%	-4%	-24%	-0.3	1%	14%	7.1%	-18%	i
C=CCn1c(=O)c2c3c(sc2n2c(Nc4ccc(OC)cc4)nnc12)CCCC3	1%	1%	u	2.7	1%	-25%	-0.4%	-7%	i
N#C/C(=C\c1ccc(N2CCOCC2)o1)C(=O)NC1CCCCC1	-14%	-10%	30%	-2.2	-6%	21%	3.4%	u	i
CCCCS(=O)(=O)N1CCC(C(=O)NCC2CCCO2)CC1 (stereo not given)	12%	1%	2%	2.5	13%	10%	0.1%[9.22 µM]	2%	i
CCOC(=O)/C(N=Nc1ccc(C(=O)O)cc1[N+](=O)[O-])=C(\C)O	-4%	-2%	-14%	-1.2	2%	5%	0.0%	13%	i
Cc1ccc(C(=O)NNC(=S)NC(=O)c2ccc(Cl)cc2)cc1	u	0%	16%	-2.2	-2%	13%	-0.8%	16µM*	i
CC#CCN1c2ccccc2[C@]23C[C@@H](C(=O)OC)N(C(=O)c4ccc(Br)cc4)C2=NC(C(=O)OC)=C(C(=O)OC)[C@H]13	-16%	x	1%	0.2	-10%	6%	-1.0%	u	i
Cc1ccc(NC(=S)NC(=O)C2CC2)cc1Cl	-13%	1%	u	-0.9	-20%	15%	4.8%	u	i
CC(C)CNC(=O)c1ccccc1SCC(=O)NC12CC3CC(CC(C3)C1)C2	1%	-2%	20%	0.1	3%	4%	-1.0%	-8%	i
CCc1c(C)sc(NC(=O)OC)c1C(=O)N1CCCCC1	0%	0%	-6%	-20	-5%	-7%	-0.5%	x	i
Cc1ccc(N(CCC#N)C(=O)CN2C(=O)NC(Cc3ccccc3)C2=O)cc1 (stereo not given)	0%	2%	6%	1.7	5%	4%	-0.7%	6%	i
Cc1nnc(NC(=O)CCS(=O)(=O)c2ccccc2)s1	-3%	1%	3%	1.1	13%	3%	u	4%	i
COc1cccc(NCCC(=O)c2cccc([N+](=O)[O-])c2)c1	-2%	0%	-59%	-2.4	5%	3%	18%	18%	i
Cc1cc(C)cc(-n2c(=O)c3ccccc3n(CC(=O)NCC3CCCO3)c2=O)c1 (stereo not given)	-20%	0%	7%	-1.1	1%	5%	-0.4%	-8%	i
Cc1cccc(NCC(=O)N/N=C\c2ccccn2)c1	1%	4%	4%	1.1	-3%	10%	5.7%	1%	i
CCOc1ccccc1NC(=O)COC(=O)c1ccc(S(=O)(=O)N2CCCC2)cc1	3%	1%	-4%	-4.8	-25%	4%	-0.1%	-6%	i
CCOC(=O)c1c(CN2CCCCC2C)oc2ccc(OC)cc12 (stereo not given)	11%	0%	-13%	1.9	7%	-2%	4.4%	6%	i
CCc1nc2ccccc2n1CCc1ccccc1	0%	0%	-17%	-2.9	-11%	-1%	-0.5%	2%	i
COc1cc(NC(=O)Cc2ccc([N+](=O)[O-])cc2)c(C(=O)O)cc1OC	6%	1%	-15%	0.6	18%	0%	-0.4%	8%	i
CCc1cc2c(=O)c(-c3nc4ccccc4n3C)coc2c(CN2CCCCC2C)c1O (stereo not given)	-1%	-1%	7%	0.0	-1%	1%	0.3%	6%	i
CCn1nc(-c2ccccc2)c(-c2ccccc2)c(C(=O)Nc2ccc(S(N)(=O)=O)cc2)c1=O	2%	x	-14%	x	x	x	4.7%	18%	x
COc1ccccc1CNC(=O)COC(=O)COc1ccccc1Cc1ccccc1	-10%	-2%	-5%	-1.6	9%	-3%	0.0%	-3%	i
C/C(CC(=O)Nc1ccc(C)cc1C)=N\NC(=O)C(C)C	2%	1%	8%	0.6	11%	8%	-0.8%	-8%	i
COC(=O)c1cc(NC(=O)Cc2ccc(OC)c(OC)c2)cc(C(=O)OC)c1	-1%	0%	2%	4.0	-1%	-5%	0.1%	-1%	i
COc1ccc(Cn2c(SCc3ccc(C(=O)NCc4cccs4)cc3)nc3ccncc32)cc1	-9%	x	u	x	x	x	5.7%	u	x
CCOC(=O)c1ccccc1NC(=O)c1ccc(N(C)S(C)(=O)=O)cc1	-8%	0%	0%	0.0	-3%	14%	5.8%	u	i
CC(=O)c1cccc(N(C(=O)CNC(=O)c2ccco2)C(C(=O)NCc2ccco2)c2ccccc2)c1 (stereo not given)	7%	-1%	-3%	0.3	0%	5%	0.4%	u	i
Cc1ccc(C(=O)N/N=C\c2ccc(OC(=O)c3cccs3)cc2)cn1	5%	-1%	7%	-0.9	4%	14%	-1.6%	-4%	i
Cc1c(OCC(=O)OC(C)C)ccc2c3c(c(=O)oc12)CCC3	-15%	1%	-2%	2.6	1%	-2%	0.2%	-3%	i
Cc1cc(C(=O)Nc2cccc(C(F)(F)F)c2)c2c(C)nn(-c3cccc(F)c3)c2n1	u	x	7.1µM*	x	x	x	-1.1%	u	x
CCN(CCCNC(=O)c1cc2c(=O)[nH]c3ccc(C)cc3c2s1)Cc1ccccc1	u	x	11µM*	x	x	x	26%	15%	x
N#C/C(=C/c1cccnc1)c1ccccc1	0%	1%	-4%	0.2	4%	9%	3.0%	-7%	i
O=C(COc1c(Cl)cc(Cl)cc1Cl)c1ccc(Cl)cc1	0%	0%	-18%	0.6	-8%	-1%	-0.5%	u	i
O=C(NCc1ccc(F)cc1)C(=O)NCC1OCCN1S(=O)(=O)c1ccc2c(c1)OCCO2 (stereo not given)	2%	0%	5%	-1.6	-4%	1%	-0.3%	-12%	i
Cc1sc2ncn(CC(=O)NCCN3CCOCC3)c(=O)c2c1S(=O)(=O)N1CCC(C)CC1	u	-1%	0%	-5.9	7%	4%	0.3%	2%	i
Cc1ccc(C(=O)CCC(=O)Nc2ccc(Cl)c(S(=O)(=O)Nc3cccc(Cl)c3)c2)cc1	-9%	-17%	-30%	-0.5	-17%	1%	-0.6%	u	i
CC(=O)c1ccc(NC(=O)c2cc3c(=O)oc4ccc(C)cc4c3s2)cc1	-2%	x	1%	x	x	x	0.0%	20%	x
CSc1ccccc1OCc1cc(C(=O)N(C)Cc2c(C)n[nH]c2C)no1	8%	-1%	-14%	0.3	-2%	13%	2.7%	6%	i
COc1cccc(-n2c(=O)c3sccc3n(CC(=O)NC3CCCCC3)c2=O)c1	-16%	1%	5%	-1.9	-1%	9%	-0.5%	3%	i

Molecules shown so far that have a cyano group, in the order listed:
compound	A549 viability	Mm-Cpn inhibitor	TGFb inhibitor	CCT modulator	EPAC2 antag	EPAC2 ag	Nrf2 ARE act	Nrf2 block	pAkt inh
N#C/C(=C\c1ccc(N2CCOCC2)o1)C(=O)NC1CCCCC1	-14%	-10%	30%	-2.2	-6%	21%	3.4%	u	i
Cc1ccc(N(CCC#N)C(=O)CN2C(=O)NC(Cc3ccccc3)C2=O)cc1 (stereo not given)	0%	2%	6%	1.7	5%	4%	-0.7%	6%	i
N#C/C(=C/c1cccnc1)c1ccccc1	0%	1%	-4%	0.2	4%	9%	3.0%	-7%	i

No new results follow: entries from further up.
compound	A549 viability	Mm-Cpn inhibitor	TGFb inhibitor	CCT modulator	EPAC2 antag	EPAC2 ag	Nrf2 ARE act	Nrf2 block	pAkt inh
Cc1nnc(NC(=O)CCS(=O)(=O)c2ccccc2)s1	-3%	1%	3%	1.1	13%	3%	u	4%	i
COc1cccc(NCCC(=O)c2cccc([N+](=O)[O-])c2)c1	-2%	0%	-59%	-2.4	5%	3%	18%	18%	i

(list continues)
compound	A549 viability	Mm-Cpn inhibitor	TGFb inhibitor	CCT modulator	EPAC2 antag	EPAC2 ag	Nrf2 ARE act	Nrf2 block	pAkt inh
CCOC(=O)c1ccccc1NC(=O)CSc1nc2c(sc(=S)n2CC)c(=O)[nH]1	-2%	x	-2%	-0.7	u	-8%	-0.2%	-14%	i
O=C(CCS(=O)(=O)c1ccc2c(c1)NC(=O)CO2)NCCc1ccccc1	-1%	0%	u	1.2	6%	-5%	0.2%	5%	i
CC(=O)c1cccc(NC(=O)C(C)OC(=O)/C=C/c2cccs2)c1 (stereo not given)	1%	2%	2%	-1.9	-4%	8%	6.9%	0%	i
COc1ccc(OC)c(NC(=O)c2ccc(S(=O)(=O)N3CCN(C)CC3)cc2)c1	-1%	0%	4%	0.6	-4%	-9%	-0.9%	-14%	i
CC1Oc2ccccc2N(CC(=O)Nc2ccc3c(c2)OCCO3)C1=O (stereo not given)	-2%	0%	-4%	-2.8	-2%	12%	-0.4%	x	x
Cc1ccc(S(=O)(=O)NNC(=O)C(O)(c2ccccc2)c2ccccc2)cc1	-8%	-1%	6%	0.9	12%	1%	-0.3%	0%	i
CCOc1ccc(Br)cc1C1C(C(=O)OC)=C(N)Oc2cc(N(C)C)ccc21 (stereo not given)	u	-11%	u	2.1	-13%	-3%[15.6 µM]	5.6%	-17%	x
O=C(N/N=C/c1cc(Br)ccc1O)Nc1ccccc1	3%	2%	u	-1.3	-11%	-1%	6.6%	1%	i
CCN(CC)C(=O)N1CCN(C(=O)c2ccc(C)cn2)CC1	-1%	2%	0%	-2.9	8%	0%	-0.5%	9%	i
CSc1nnc(C)c(=O)n1COC(=O)COc1ccccc1	4%	1%	16%	-0.4	-4%	9%	-0.2%[9.22 µM]	-1%	i
